STK33 inh: inhibitors of human STK33 kinase; Q9BYT3; purified STK33, MBP phosphorylation, ADP-Glo luminescence; inhibition, % at 10 µM; 320,000 tested, 0.073% active;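 active = inhibition at or above 25%, using the most active replicate where run in duplicate; inactive = inhibition below 25%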
Target sequence (Q9BYT3 whole entry, looked up): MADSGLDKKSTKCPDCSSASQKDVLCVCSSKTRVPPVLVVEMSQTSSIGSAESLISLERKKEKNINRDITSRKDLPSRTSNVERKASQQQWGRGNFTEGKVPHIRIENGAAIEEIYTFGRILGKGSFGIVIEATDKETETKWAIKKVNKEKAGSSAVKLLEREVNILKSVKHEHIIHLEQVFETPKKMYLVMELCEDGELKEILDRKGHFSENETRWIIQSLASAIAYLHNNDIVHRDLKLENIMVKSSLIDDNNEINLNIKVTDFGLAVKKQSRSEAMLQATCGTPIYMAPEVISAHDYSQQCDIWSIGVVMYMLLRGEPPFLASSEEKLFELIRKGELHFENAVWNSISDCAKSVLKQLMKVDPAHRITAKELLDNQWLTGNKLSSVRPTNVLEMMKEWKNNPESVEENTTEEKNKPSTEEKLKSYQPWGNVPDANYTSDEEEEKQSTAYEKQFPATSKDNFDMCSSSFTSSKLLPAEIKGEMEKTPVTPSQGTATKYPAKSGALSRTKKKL
CHT allo act: allosteric activators of human choline transporter CHT | Q9GZV3 | CHT-expressing cells, membrane potential dye, choline EC20; hits give high values; LV-AA mutant CHT in HEK293 cells | B-score at 10 µM | 310,000 tested, 0.49% active | AID 488977;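 active = initial fluorescence not abnormally high and integrated response B-score, plate-corrected, over 3 SD above library mean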
Target sequence (Q9GZV3 whole entry, looked up): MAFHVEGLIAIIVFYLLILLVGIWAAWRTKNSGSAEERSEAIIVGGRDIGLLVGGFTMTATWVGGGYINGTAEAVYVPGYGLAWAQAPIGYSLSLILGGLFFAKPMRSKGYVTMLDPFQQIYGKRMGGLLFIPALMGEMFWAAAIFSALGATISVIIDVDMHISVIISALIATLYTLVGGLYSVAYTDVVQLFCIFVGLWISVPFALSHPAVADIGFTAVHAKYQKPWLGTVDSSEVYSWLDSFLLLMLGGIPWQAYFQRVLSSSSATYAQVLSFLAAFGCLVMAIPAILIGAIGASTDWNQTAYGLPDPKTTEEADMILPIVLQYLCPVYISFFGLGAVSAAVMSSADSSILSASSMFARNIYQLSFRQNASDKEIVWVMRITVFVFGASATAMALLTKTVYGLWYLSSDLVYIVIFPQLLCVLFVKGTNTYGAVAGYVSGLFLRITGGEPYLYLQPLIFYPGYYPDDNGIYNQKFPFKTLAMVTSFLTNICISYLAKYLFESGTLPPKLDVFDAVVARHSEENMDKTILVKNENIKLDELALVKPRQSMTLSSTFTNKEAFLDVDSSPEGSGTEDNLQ
CHT block: inhibits the human high affinity choline transporter. CHT-expressing cells, membrane potential dye, choline response; hits give low values. B-score at 10 µM. 310,000 tested, 0.86% active. Q9GZV3;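 active = B-score over 3 SD under the library average, and starting fluorescence ratio not unusually high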;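 also: choline stimulus applied at its EC90 after an EC20 pre-addition; B-score computed on integrated fluorescence ratio after choline addition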
Starred values were filed as active, the others as inactive; i = inactive; . = not tested or not shown.

Compound | STK33 inh | CHT allo act | CHT block
CCC1(C)N=C(N)Nc2nc3cc(C)c(C)cc3n21 (stereo not given) | 1.7 | i | i
COc1ccc(-n2nnc3c(SCC(=O)NCC4CCCO4)ncnc32)cc1 (stereo not given) | -0.4 | i | i
Cc1ccc(C(=O)Nc2ccc(Oc3cccc(C(F)(F)F)c3)nc2)cc1 | -1.3 | i | i
CCc1ccc(NC(=O)COC(=O)CN2C(=O)COc3ccccc32)cc1 | -1.2 | i | i
Cc1ccc(-n2c(SCC(=O)c3c(N)n(C)c(=O)n(C)c3=O)nc3sc4c(c3c2=O)CCCC4)c(C)c1 | -1.4 | i | i
Cc1cccc(-c2noc(CNC(=O)c3ccc4c(c3)OCO4)n2)c1 | 2.3 | i | i
COc1ccccc1/C=N/NC(=O)CN(C1=NS(=O)(=O)c2ccccc21)c1ccccc1 | -1.2 | i | i
CC(C)OP(C)(=O)CN1CCN(CP(C)(=O)OC(C)C)CC1 (stereo not given) | -1.0 | i | i
O=[N+]([O-])c1ccc(N/N=C/c2cccs2)nc1 | 0.0 | i | i
Cc1csc2c(NC3CCN(Cc4ccccc4)CC3)ncnc12 | -0.2 | i | i
CCOc1ccc(C2C(C(=O)/C=C/c3ccco3)=C(O)C(=O)N2CCN2CCOCC2)cc1OC (stereo not given) | 0.8 | i | i
O=S(=O)(c1cc(Cl)ccc1Cl)N1CCC2(CC1)OCCO2 | -1.3 | i | i
COC(=O)c1ccc(N2CCN(CC(=O)c3ccc(C)cc3)CC2)c([N+](=O)[O-])c1 | -0.1 | i | i
Cc1cc(C)c(NC(=O)CC(=O)c2ccccc2)c(Cl)c1 | 0.7 | i | i
CC(O)Cn1ccccc1=N (stereo not given) | 0.0 | i | i

Single values from the list:
STK33 inh result of `COc1ccc(-n2nnc3c(SCC(=O)NCC4CCCO4)ncnc32)cc1` (stereo not given) stands at -0.4
STK33 inh result of `O=S(=O)(c1cc(Cl)ccc1Cl)N1CCC2(CC1)OCCO2` stands at -1.3

(further entries)
Compound | STK33 inh | CHT allo act | CHT block
O=C(Nc1ccc(OC(=O)c2ccccc2)c(-c2nc3ccccc3s2)c1)c1ccccc1 | -1.1 | i | i
COc1ccccc1NC(=O)C(=O)c1cn(CC(=O)N2CCCC2)c2ccccc12 | -0.8 | i | i
O=C(OCc1ccc(F)cc1Cl)c1ccccn1 | -1.3 | i | i
Cc1cccc(NC(=O)CSc2ccc(-c3ccccn3)nn2)c1C | 1.1 | i | i
Fc1cccc(NC(=S)Nc2ccc(Br)cc2)c1 | -1.2 | i | i
O=C(NC(NC(=O)c1ccccc1)c1cccc([N+](=O)[O-])c1)c1ccccc1 | -0.3 | i | i
CCCC(=O)Nc1cc(C(=O)O)ccc1S(=O)(=O)c1ccc(Cl)cc1 | -2.6 | i | i
Cc1c(Br)c([N+](=O)[O-])nn1C(C)C(=O)Nc1nccs1 (stereo not given) | -2.5 | i | i
CC(/C=C/c1ccc2c(c1)OCO2)=N\NC(=O)COc1ccccc1C | -0.7 | i | i
Cc1ccc(F)cc1NC(=O)c1c(-c2ccccc2)noc1C | 0.2 | i | i
COc1cccc(C2c3[nH]c4ccccc4c3CCN2CCCn2cccn2)c1 (stereo not given) | -0.5 | i | i
COc1ccccc1NC(=O)Cc1nnc(SCC(=O)NC2CCCC2)n1C | -2.2 | i | i
Cc1ccc(-n2c(=O)cc(N3CCCCCC3)[nH]c2=O)cc1 | -1.3 | i | i
COc1ccc(OC2CCN(S(=O)(=O)c3ccc(C(C)=O)cc3)CC2)cc1 | 0.4 | i | i
CCOc1ccc(N2C(=O)/C(=C/c3cccs3)N(C)C2=S)cc1 | -1.3 | i | i
Cn1nc(C(F)(F)F)c(-c2cccc(C(F)(F)F)c2)c1NC(=O)Nc1ccc(F)cc1 | -0.6 | i | i
CNc1oc(Cc2ccccc2)nc1S(=O)(=O)c1ccccc1 | -1.9 | i | i
COc1ccc(/C=C/C(=O)NC(=S)Nc2ccc(S(=O)(=O)N=C(N)N)cc2)cc1OC | 1.3 | i | i
C=CCOc1c(Br)cc(/C=N/NC(=O)Cc2ccc(C(F)(F)F)cc2[N+](=O)[O-])cc1OC | -0.1 | i | i
COc1ccc(C(=O)/C=C/c2ccc(OC3CSC3)cc2)cc1 | -1.5 | i | i
COc1ccc(N2CCN(C(=O)CN(C)S(=O)(=O)c3cnc[nH]3)CC2)cc1 | -0.6 | i | i
COCC(=O)Nc1ccccc1C(=O)NC(C)C | 5.2 | i | i
COc1ccc(-c2nnc(OC)c3ccccc23)cc1 | 0.5 | i | i
COc1ccccc1N1C(=NC(=O)C(C)Oc2ccccc2)SC2CS(=O)(=O)CC21 (stereo not given) | -1.1 | i | i
S=C(NCc1cccs1)Nc1ccccc1Cl | 0.2 | i | i
CCOC(=O)c1cccc(N2C(N)=NC(N)=NC2(C)C)c1 | -1.2 | i | i
Cc1c(Cl)cccc1NC(=S)NC(=O)c1cncc(Br)c1 | -3.9 | i | i
O=C(Nc1cccc(-c2ccc(N3CCCCC3)nn2)c1)C(F)(F)F | -0.3 | i | i
Cc1cc(NC(=O)CCC(=O)N(c2ccccc2C)C(C(=O)NC2CCCC2)c2ccccc2)no1 (stereo not given) | -1.5 | i | i
O=C1CC(N2CCN(c3cccc(C(F)(F)F)c3)CC2)C(=O)N1c1ccccc1F (stereo not given) | 0.7 | i | i
Cn1c(NC(=O)C[n+]2cc(-c3ccc(Cl)cc3)n3c2CCC3)cc(=O)n(C)c1=O | -0.5 | i | i
CCOC(=O)N1CCN(Cc2nc3cc(NC(=O)C(C)C)ccc3n2CC)CC1 | 0.9 | i | i
COc1ccc(CCN(C)Cc2ccc(OCc3ccccc3)c(OC)c2)cc1OC | 0.8 | i | i
S=C(Nc1ccc2nccnc2c1)N1CCOCC1 | 3.1 | i | i
c1ccc(CSc2nnc(-c3cccnc3)o2)cc1 | -0.3 | i | i
COC(=O)[C@@]12CCCN1[C@H](c1ccc(-c3cccc(Cl)c3)cc1)[C@H]1C(=O)N(C)C(=O)[C@H]12 | 2.6 | i | i
COC(=O)c1cccc(NC(=S)NCc2ccc(Cl)cc2)c1 | -0.7 | i | i
COc1ccccc1C=NC(CO)C(O)c1ccc([N+](=O)[O-])cc1 (stereo not given) | 0.0 | i | i
COc1ccc(N(CCC(=O)O)S(=O)(=O)c2ccc(C)c(C)c2)cc1 | -1.5 | i | i
CCCS(=O)(=O)N1CCN(S(=O)(=O)c2ccc(F)cc2)CC1 | -0.1 | i | i
COc1cc(SC)ccc1C(=O)N1CCN(Cc2ccc3c(c2)OCO3)CC1 | -1.2 | i | i
Cc1ccc(-c2nnc(-c3ccccc3)c(-c3ccccc3)n2)cc1 | -1.0 | i | i
C=C(C)c1cccc(C(C)(C)NC(=O)Nc2ccc3[nH]c(=O)[nH]c3c2)c1 | -0.2 | i | i
N#C/C(=C\c1ccc(OC(=O)c2cccs2)cc1)c1nc2ccccc2[nH]1 | . | i | i
CC(C)(C)C1CCc2c(sc(NC(=O)c3cccs3)c2C(=O)N2CCCCC2)C1 (stereo not given) | -0.6 | i | i
N=C1S/C(=C\c2cccc3ccccc23)C(=O)N1c1ccc(F)cc1 | -2.6 | i | i
CSc1ccc(NC(=O)Nc2ccccc2C(N)=O)cc1 | -2.7 | i | i
CCCCCC(=O)Nc1cccc(C2=NOC3(C2)C[C@@H](C(N)=O)N(C(=O)C2(C)CC2)C3)c1 (stereo not given in full) | -2.1 | i | i
CN1/C(=C\C(=O)CSc2ncn[nH]2)C(C)(C)c2ccccc21 | 1.4 | i | i
Cc1nc(=O)c(-c2ccccc2)c(C)n1-c1ccccc1O | 0.2 | i | i
Cc1ccc(-n2c(=O)[nH]cc(C(=O)N3CCc4ccccc43)c2=O)cc1 | -1.8 | i | i
CNS(=O)(=O)c1cn(CC(=O)NCc2ccc(OC)cc2)cc1S(=O)(=O)NC | -0.9 | i | i
COc1ccc(CCn2c(=N)c(S(=O)(=O)c3ccc(Cl)cc3)cc3c(=O)n4ccccc4nc32)cc1 | -0.1 | i | i
Nc1nc2n(n1)C(c1ccco1)CC(c1ccc(Cl)cc1Cl)N2 (stereo not given) | 0.3 | i | i
O=C(CN1CCN(c2cccc(Cl)n2)CC1)N1CC(O)CO1 (stereo not given) | -1.5 | i | i
O=C(NCCc1csc(-c2ccccc2)n1)c1c(F)cccc1Cl | 0.6 | i | i
Cc1nc(SC2CC(=O)N(c3ccccc3)C2=O)n[nH]1 (stereo not given) | -1.2 | i | i
OC1(c2cccc(C(F)(F)F)c2)CCN(Cc2nnnn2CCc2ccccc2)CC1 | -0.8 | i | i
Cc1cc(C)cc(N(CC(=O)O)S(=O)(=O)c2c(C)[nH]c(=O)[nH]c2=O)c1 | -1.2 | i | i
OC(CN1CCN(C(c2ccccc2)c2ccccc2)CC1)c1ccccc1 (stereo not given) | 1.5 | i | i

Single records, as listed above. Screens in order: STK33 inh, CHT allo act, CHT block
C=CCOc1c(Br)cc(/C=N/NC(=O)Cc2ccc(C(F)(F)F)cc2[N+](=O)[O-])cc1OC as listed: -0.1, i, i
Cc1ccc(-n2c(SCC(=O)c3c(N)n(C)c(=O)n(C)c3=O)nc3sc4c(c3c2=O)CCCC4)c(C)c1 as listed: -1.4, i, i

Returning to the listing; the 4 compounds before the break are reprinted first.
Compound | STK33 inh | CHT allo act | CHT block
Cc1nc(SC2CC(=O)N(c3ccccc3)C2=O)n[nH]1 (stereo not given) | -1.2 | i | i
OC1(c2cccc(C(F)(F)F)c2)CCN(Cc2nnnn2CCc2ccccc2)CC1 | -0.8 | i | i
Cc1cc(C)cc(N(CC(=O)O)S(=O)(=O)c2c(C)[nH]c(=O)[nH]c2=O)c1 | -1.2 | i | i
OC(CN1CCN(C(c2ccccc2)c2ccccc2)CC1)c1ccccc1 (stereo not given) | 1.5 | i | i
COc1cccc(N2CCN(S(=O)(=O)c3ccc4c(c3)oc(=O)n4C)CC2)c1 | -1.6 | i | i
O=S(=O)(NN1CCOCC1)c1ccc(Cl)s1 | -0.4 | i | i
O=C(CCCSc1nc2ccccc2c(=O)[nH]1)c1ccccc1 | -0.6 | i | i
Cc1ccc2nc(SCC(=O)N/N=C/c3ccco3)cc(C)c2c1 | -1.0 | i | i
O=C(NNC(=O)C1C2C=CC(C2)C1C(=O)O)c1cc(Cl)ccc1O (stereo not given) | 0.1 | i | i
Cc1oc(C)c(C(=O)O)c1C(=O)O | -2.2 | i | i
COc1ccc(/C=N/NC(=O)c2ccc(OC)c(OC)c2)cc1COc1c(F)c(F)c(F)c(F)c1F | 0.0 | i | i
CCC(=O)Nc1ccc2c(c1)ncn2-c1ccc(OC)cc1 | -0.7 | i | i
O=C(NCc1cccs1)c1cnn2cccnc12 | -1.8 | i | i
Cc1cccc(/C=N/NC(=O)Cn2nnnc2N)n1 | -0.3 | i | i
O=C(Nc1ccc(S(=O)(=O)N2CCCCC2)cc1)C1CCCO1 (stereo not given) | -1.1 | i | i
COc1ccc(C(=O)Nn2c(C)nnc2-n2nc(C)cc2C)cc1OC | -2.6 | i | i
O=C(Nc1nccs1)C1C2/C=C\CCCCC21 (stereo not given) | -0.1 | i | i
O=C(NCCNc1ccc([N+](=O)[O-])cc1)c1cccc(Br)c1 | -1.1 | i | i
O=C(Oc1c(Cl)cc(Cl)c2ccccc12)N1CCCC1 | -0.4 | i | i
CCCc1nc2c(=O)n(C)c(=O)[nH]c2n1CCC | -0.5 | i | i
O=C(NCCc1cccc(F)c1)[C@@H]1CSC2c3ccccc3C(=O)N21 (stereo not given in full) | -0.5 | i | i
C[C@@H]1CC[C@]2(O[C@H](CCO)C[C@@H](O)[C@@H]2O)O1 | -0.5 | i | i
CCOC(=O)CSc1nc(C)c2cc(C)c(C)cc2n1 | -0.4 | i | i
OCC1(CO)COC2(CCCC2)N1 | -0.5 | i | i
COc1ccccc1C(=O)NCC(=O)NC1CCCc2ccccc21 (stereo not given) | -1.7 | i | i
Cc1nnc2c(NC3CCCC3)nc3ccccc3n12 | 1.1 | i | i
CCOC(=O)C1CCCN(CCC(=O)Nc2cccc(C)c2)C1 (stereo not given) | 0.2 | i | i
CC1CCN(C(=O)c2ccc(NS(=O)(=O)c3ccccc3)cc2)CC1 | -1.3 | i | i
CCOC(=O)c1c(N)sc2c1CCC1C(=O)N(C3CCCCC3)C(=O)C21 (stereo not given) | 0.4 | i | i
Cc1ccsc1/C=N/n1c(COc2ccccc2)n[nH]c1=S | -1.8 | i | i
CC(=O)Nc1ccc(S(=O)(=O)NCCc2cn3nc(C)c(C)nc3n2)cc1 | -0.7 | i | i
CC(C)(C)n1nc2c(c1NC(=O)Cc1cccc3ccccc13)CS(=O)(=O)C2 | -0.1 | i | i
Cc1cccc(NC(=S)NC(=O)/C=C/c2ccco2)n1 | 0.2 | i | i
N#CCc1nn2c(-c3ccccc3)ccnc2c1C#N | -0.9 | i | i
COc1cc(/C=C/C(=O)OCN2C(=O)c3ccccc3C2=O)ccc1OC(F)F | -0.7 | i | i
CCOC(=O)C(CCOc1cccc(CC)c1)C(=O)OCC | -2.8 | i | i
COc1cc(NC(=O)CNC(=O)Cn2ccc3ccccc3c2=O)cc(OC)c1OC | -0.2 | i | i
Cc1cc(NC(=O)c2cccs2)n(-c2nc3ccccc3[nH]2)n1 | 3.8 | i | i
CC1CN(C(=S)SCC(=O)c2ccc([N+](=O)[O-])cc2)CC(C)O1 (stereo not given) | -3.6 | i | i
CC(C)(C)S(=O)(=O)/C(C#N)=N/Nc1ccc(Cl)cc1 | -0.4 | i | -5.5*
COc1cccc(O)c1CN1CCCC(C(=O)c2cccc(C(F)(F)F)c2)C1 (stereo not given) | -3.1 | i | i
Cc1ccc2cc3cc(C(=O)N4CCN(Cc5ccccc5)CC4)sc3nc2c1 | -1.3 | i | i
COc1ccc(NC(=O)CCC(=O)Nc2cc(OC)c(NC(=O)c3cccs3)cc2OC)cc1 | -1.2 | i | i
CCOc1ccc(NC(=O)NC(C)CC)cc1 (stereo not given) | -0.3 | i | i
